Bioassay records from PubChem.
Runt-SMMHC FRET: Runt domain-CBFb-SMMHC interaction inhibition; Q01196+Q13951; Cerulean-Runt/Venus-CBFb-SMMHC FRET ratio 530/480, 1 h; inhibition, % at 20 µM; hit rate 0.74% among 220,000;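 active means mean inhibition across duplicate retests at 20 µM reaching about 50%, limit read from the data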;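 further: 0% = DMSO wells and 100% = wells with excess untagged CBFb-SMMHC; inhibitors lower the FRET ratio by blocking Runt binding to CBFb-SMMHC; some results filed as inactive read as strong as hits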
Target sequence (Q01196 whole entry, looked up, the tested form may be a part): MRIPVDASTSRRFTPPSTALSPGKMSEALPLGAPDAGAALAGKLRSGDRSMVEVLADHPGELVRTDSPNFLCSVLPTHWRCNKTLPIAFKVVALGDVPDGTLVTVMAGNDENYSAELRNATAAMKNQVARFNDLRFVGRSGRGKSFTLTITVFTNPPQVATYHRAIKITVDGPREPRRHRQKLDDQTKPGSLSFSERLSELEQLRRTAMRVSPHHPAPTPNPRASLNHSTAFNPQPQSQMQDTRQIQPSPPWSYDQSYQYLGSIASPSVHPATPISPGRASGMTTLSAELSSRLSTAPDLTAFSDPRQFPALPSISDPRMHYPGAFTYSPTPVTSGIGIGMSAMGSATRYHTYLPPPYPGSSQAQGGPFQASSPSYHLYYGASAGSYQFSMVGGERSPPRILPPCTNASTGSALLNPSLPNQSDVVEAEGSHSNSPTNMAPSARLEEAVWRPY
Target sequence (Q13951 whole entry, looked up, the tested form may be a part): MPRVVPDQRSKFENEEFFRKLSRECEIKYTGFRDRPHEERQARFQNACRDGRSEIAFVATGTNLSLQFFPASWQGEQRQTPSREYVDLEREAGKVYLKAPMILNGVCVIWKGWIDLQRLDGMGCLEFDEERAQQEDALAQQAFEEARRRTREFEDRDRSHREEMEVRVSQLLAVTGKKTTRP
Thrombin inh: inhibitors of human thrombin; P00734; alpha-thrombin, Boc-VPR-AMC fluorogenic substrate cleavage; inhibition, % at 5 µM; hit rate 0.26% among 220,000;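 active means inhibition at or above 40%; inactive means inhibition below 40%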;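 further: 0% = enzyme with no compound and 100% = wells without enzyme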
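Material: human alpha-thrombin protein; Also added: Boc-VPR-AMC substrate, 15 µM final; Timing: enzyme reaction carried out at room temperature; Signal: fluorescence, ex 355 nm, em 460 nm; Measure: % inhibition of thrombin; Controls: enzyme without compound as high, wells lacking enzyme as low.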
Runt-CBFb FRET: blocks binding of human RUNX1 Runt domain to CBFb; hit rate 0.46% among 220,000; Cerulean-Runt/Venus-CBFb FRET ratio 530/480, 1 h; inhibition, % at 20 µM;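 active means inhibition over about 50% at 20 µM in the single-dose screen, limit read from the data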;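 further: 0% = DMSO wells and 100% = excess unlabeled CBFb competitor control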
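Assay system: Cerulean-Runt domain fusion protein, energy donor; Signal: fluorescence energy transfer, 422 nm excitation, 530/480 nm emission; Timing: 1 h compound exposure, room temperature; Control set: unlabeled CBFb; Medium: Tris buffer pH 7.5 with salts and BSA; Compound: single test concentration of 20 µM, 1% DMSO final; Probe or stimulus: Venus-CBFb 100 nM.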
Hck Nef HTS: blocks Nef-activated human Hck kinase; P08631; Recombinant Hck-YEEI plus Nef, Z-Lyte FRET kinase assay; inhibition, % at 20 µM; hit rate 0.68% among 220,000;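 active means Hck-Nef kinase inhibition above about 50%, limit read from the data; inactive means inhibition below that limit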;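 further: 0% = DMSO with Hck plus Nef and 100% = Hck alone without Nef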
FXIIa inh 1536: factor XIIa (human) inhibition. hit rate 0.3% among 220,000. purified FXIIa, Boc-QGR-AMC fluorogenic substrate, 2 h. P00748. inhibition, % at 5 µM; in the data active means inhibition above about 40%;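 further: 0% = enzyme with no compound and 100% = blank without enzyme; many of its hits are not listed in these tables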
FXIa inh 1536: factor XIa (human) inhibition | purified FXIa, Boc-Glu-Ala-Arg-AMC fluorogenic substrate | inhibition, % at 5 µM | hit rate 0.14% among 220,000;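 active means inhibition of at least 40%; inactive means inhibition below 40%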;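 further: fluorescence of freed AMC excited at 355 nm; 0% = enzyme without compound and 100% = no enzyme blank; many of its hits are not listed in these tables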
Wee1 stabilizer: human Wee1 degradation inhibition, primary screen | hit rate 1.2% among 220,000 | reporter increase, % at 5 µM | HeLa Luc-Wee1K328M stability, luciferase luminescence; 100% = proteasome inhibitor MG132 effect | P30291;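 active means activation above the mean of all tested compounds plus 3 SD, set per screening run, cut at about 8.8% in these data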;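 further: cells exposed to compound for 20 h before luminescence read; 0% = DMSO alone and 100% = MG132 at 30 µM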
hK5 inh: inhibitors of human kallikrein 5. inhibition, % at 5 µM. Q9Y337. hit rate 0.59% among 210,000. recombinant hK5, fluorogenic AMC substrate cleavage;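 active means inhibition of 40% or more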;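 further: 0% = enzyme controls without compound and 100% = no-enzyme blanks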
Target sequence (Q9Y337 67-293 limits assumed): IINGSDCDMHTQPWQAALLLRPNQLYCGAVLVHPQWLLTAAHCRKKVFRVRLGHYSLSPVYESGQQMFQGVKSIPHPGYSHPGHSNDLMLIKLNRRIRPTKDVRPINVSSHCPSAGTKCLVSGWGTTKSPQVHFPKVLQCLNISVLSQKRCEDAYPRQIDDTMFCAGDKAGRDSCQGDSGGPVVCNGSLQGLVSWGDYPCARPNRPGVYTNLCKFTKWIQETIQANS
14-3-3 Bad inh: disrupts binding of bovine 14-3-3 zeta to phospho-Bad peptide. TR-FRET 14-3-3zeta/Dy647-pBad peptide displacement, 1 h. P63103. hit rate 0.71% among 220,000. inhibition, % at 21.7 µM;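 active means inhibition above about 70%, limit read from the data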;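 further: 0% = full 14-3-3 plus peptide FRET controls and 100% = background without 14-3-3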
* hit, by the source's call; . = no result given; [ ] = remark or other dose. Outcome played no part in choosing rows, and some 4.2% of all compounds hit somewhere here.

Runt-SMMHC FRET	Thrombin inh	Runt-CBFb FRET	Hck Nef HTS	FXIIa inh 1536	FXIa inh 1536	Wee1 stabilizer	hK5 inh	14-3-3 Bad inh	canonical_smiles
2	-7	2	21	5	-4	-1	-1	-6	COc1ccccc1-n1cc(CN2CCN(C3CCCC3)C(CCO)C2)cn1 (stereo not drawn)
1	-9	2	7	.	-6	-3	-7	-9	Cc1ccc(C)c(NC(=O)CCC(=O)NNC(=S)Nc2ccccc2)c1
3	-6	.	1	1	-9	0	3	9	CN(NC(=O)c1ccc(Cl)cc1)c1nc(-c2ccccc2)nnc1C(F)(F)F
-3	-6	1	1	8	-1	.	-11	0[fluorescence artefact?]	O=C(NCc1cccnc1)c1nnc(Cc2ccc(F)cc2)o1
6	0	-2	3	19	9	0	-20	-19	COc1ccc(C(=O)c2ccc(Cl)c([N+](=O)[O-])c2)cc1
88*	-23	59*	36	-15	-11	3	-13	-14	CCOCCCn1c(=NC(C)=O)c(C#N)cc2c(=O)n3cccc(C)c3nc21
-2	3	-4	3	7	-10	1	-12	-5	CCC(C)(C)c1ccc(Oc2ccc(NC(=O)COC(=O)C3=COCCO3)cc2)cc1
-6	5	-3	0	9	1	3	-8	-8	O=C(Nc1ccc(Cl)cc1Cl)C1CCC(=O)N1Cc1ccccc1Cl (stereo not drawn)
0	0	1	2	8	15	1	2	10[fluorescence artefact?]	Clc1ccc(CSc2nnc3ccccn23)c(Cl)c1
-1	-11	-4	2	21	4	-2	-5	-1	CCOC(=O)c1sc(NC(=O)CSc2nnnn2-c2ccccc2)nc1C
-2	-5	-1	-2	3	-3	2	-22	-8[fluorescence artefact?]	CC(=O)N/C(=C\c1cccc([N+](=O)[O-])c1)C(=O)NC1CCCCC1
3	5	4	-1	9	5	-6	-26	7	CC1CCCCN1S(=O)(=O)c1ccc(C(=O)Nc2nnc(-c3cccs3)o2)cc1 (stereo not drawn)
3	-53	2	-26	-1	-5	2	-25	-3	CCC(=O)Nc1ccc(S(=O)(=O)NCCc2ccccc2)cc1
3	-14	2	21	8	-3	1	0	9	O=C(CCN1CCCCC1)N=Nc1c(O)[nH]c2ccccc12
-1	-13	-9	2	-5	-11	-3	-15	6[fluorescence artefact?]	Nn1cc(-c2ccccc2)nc1SCC(=O)N1CCN(S(=O)(=O)c2ccc(Cl)cc2)CC1
-33	21	-14	0	-1	12	3	-13	-1	O=c1c(-c2cc3ccccc3o2)[n+]([O-])c2ccccc2n1OCc1ccccn1
-8	-3	0	-2	5	-16	-1	-19	-12	COc1cc(OC)c(C2=NOC(C(=O)N3CCCc4ccccc43)C2)cc1Cl (stereo not drawn)
3	-3	-7	-1	8	6	7	7	13	CC1=C(C(=O)OC2CCCCCC2)C(c2ccc(C)o2)C2=C(CCCC2=O)N1 (stereo not drawn)
-2	-10	0	4	7	1	4	-13	-15	COc1cc(NC(=O)C/C(C)=N/NC(=O)C(OC)c2ccccc2)c(OC)cc1Cl (stereo not drawn)
0	6	6	11	18	0	-3	-31	-7	CSc1ccc(Cl)c(C(=O)OCC(=O)NCc2ccco2)c1
-1	-14	0	3	14	-2	-2	-7	-6[fluorescence artefact?]	O=C(CN1CCN(c2ccc(F)cc2)CC1)N1CCOCC1
-2	-3	3	22	5	-6	0	-3	-3	S=c1[nH]nc(C2(c3ccccc3)CCCC2)o1
2	0	-1	1	9	-4	-4	-10	-3	CCN(CC)c1nc(N)nc(NS(=O)(=O)c2ccc(Cl)cc2)n1
-10	-1	-1	1	10	6	-1	-1	4	COc1cc(/C=C(\C#N)c2ccccn2)ccc1OCc1ccc(Cl)cc1
-2	-7	1	0	7	0	0	-1	15	CCOCCCNC(=O)Cn1cc2c(n1)CCCC2
0	0	1	25	9	3	.	3	0	CCN1CCN(Cc2ccc(NC(=O)c3cc(NC(=O)c4cnnc5ccccc45)cc(OC)c3)cc2C(F)(F)F)CC1
-7	0	-2	2	14	4	-3	4	-6	O=C(CSCc1c(Cl)cccc1Cl)NCC1CCCO1 (stereo not drawn)
-4	-25	-3	12	2	-8	-2	-6	20	CC1(C)C2CCC(C2)C1(C)NC(=O)CNCc1cccs1 (stereo not drawn)
0	.	-2	-3	9	1	-3	-8	3	Cc1ccc(Cl)c(Nc2ccccc2C(=O)O)c1Cl
0	-4	-2	13	6	-1	0	5	-6	CSCCC(NC(=O)c1ccccc1C)C(=O)O (stereo not drawn)
-3	-1	-2	-4	10	-1	2	1	-5	CN(C[C@H](Cc1ccccc1)N(C[C@H](CC1CCCCC1)N(CCc1ccccc1)N=O)N=O)N=O
3	-8	0	-4	6	-7	1	-5	-7	Cc1cc(=O)oc2cc(OCC(=O)OCC(=O)N3CCC(C)CC3)ccc12
-2	3	0	1	21	8	0	1	9	COc1ccccc1/C=C1\SC(=O)N(CCC(=O)NNC(=O)c2ccccc2Cl)C1=O
-3	-9	1	15	5	7	0	-4	-1	Cc1cccc(NC2=NC(C)(C)N=C(N)N2)c1
3	-5	2	18	7	0	2	1	-12	Cc1cccc(NC(=O)c2cccc(NC(=O)Cc3cccs3)c2)c1
136*	1	64*	84*	11	7	-1	-18	36[fluorescence artefact?]	CCCCn1c(NC(=O)c2ccc(Br)o2)c(S(=O)(=O)c2ccccc2)c2nc3ccccc3nc21
1	-8	-1	0	8	20	4	1	-8[fluorescence artefact?]	COc1cc(/C=N/O)cc(Br)c1OCC(=O)NCc1ccccc1
-4	-6	2	0	-4	-10	8	6	5	COc1cccc(CNc2ncc(Br)cc2Br)c1O
-1	-4	0	14	-2	-1	-2	-1	7	Cc1ccc(C(=O)N2CCN(Cc3ccc4c(c3)OCO4)CC2)cc1S(=O)(=O)N1CCOCC1
-60	-5	-2	26	4	-5	-1	-2	4	COc1ccc2c3c([nH]c2c1)C1(NCC3)C(=O)Nc2ccccc21 (stereo not drawn)
-2	3	-2	5	13	4	6	-12	2	CN(Cc1ccccc1)C(=O)COC(=O)c1ccccc1NS(=O)(=O)c1cccc(N)c1
-2	22	1	-9	25	14	0	.	-2	CC1=Nc2cc(Cl)ccc2Oc2ccccc21
-3	-4	0	-29	21	17	3	-3	9	Cc1cc(C(=O)OCC(=O)Nc2ccc(F)cc2[N+](=O)[O-])c2ccccc2n1
-1	11	0	-1	2	7	-2	-1	-3	C=C(C(=O)c1ccccc1)C(c1ccccc1)C(C)C(=O)c1ccccc1 (stereo not drawn)
0	-5	-2	25	3	-2	-1	-4	-3	CN(Cc1ccccc1)C(=O)COC(=O)c1ccc(S(=O)(=O)N(C)C)cc1
22	-8	7	7	-3	-11	-3	-92	9	O=C(c1ccc2nc3ccccc3c(=O)n2c1)N1CCN(Cc2ccc3c(c2)OCO3)CC1
2	1	-1	-2	9	-1	2	4	-12	CC1(C)Nc2ccccc2N(Cc2ccc([N+](=O)[O-])cc2)C1=O
0	-1	-3	2	12	6	-3	-19	5	CCOC(=O)C1=C(Nc2ccccc2)CC(C)(O)C(C(=O)OCC)C1c1ccc(Br)cc1 (stereo not drawn)

Reprinted from the part before: four entries, then new ones.
Runt-SMMHC FRET	Thrombin inh	Runt-CBFb FRET	Hck Nef HTS	FXIIa inh 1536	FXIa inh 1536	Wee1 stabilizer	hK5 inh	14-3-3 Bad inh	canonical_smiles
0	-5	-2	25	3	-2	-1	-4	-3	CN(Cc1ccccc1)C(=O)COC(=O)c1ccc(S(=O)(=O)N(C)C)cc1
22	-8	7	7	-3	-11	-3	-92	9	O=C(c1ccc2nc3ccccc3c(=O)n2c1)N1CCN(Cc2ccc3c(c2)OCO3)CC1
2	1	-1	-2	9	-1	2	4	-12	CC1(C)Nc2ccccc2N(Cc2ccc([N+](=O)[O-])cc2)C1=O
0	-1	-3	2	12	6	-3	-19	5	CCOC(=O)C1=C(Nc2ccccc2)CC(C)(O)C(C(=O)OCC)C1c1ccc(Br)cc1 (stereo not drawn)
3	-11	-2	-1	18	7	-3	-17	-5	Cc1[nH]c2ccccc2c1C(c1ccncc1)N1CCN(c2ccccc2F)CC1 (stereo not drawn)
2	-3	-3	4	2	3	-2	-11	3	Cc1nc(-c2ccc(Br)cc2)ccc1C(=O)O
-8	-6	-3	2	2	-9	2	-19	2	CC(C)NS(=O)(=O)c1cccc2nsnc12
-3	-1	2	1	14	9	0	-9	4[fluorescence artefact?]	Cc1cc(C)n(C(=O)CCC(=O)Nc2ccc(C)c(C)c2)n1
-1	3	.	-1	8	-2	1	6	-6	Cc1cc2c(cc1C)-c1c(ssc1=Nc1ccc(S(N)(=O)=O)cc1)C(C)(C)N2
8	-4	9	0	9	2	-1	-14	-20[fluorescence artefact?]	Cc1cccc(-n2cc[nH]c2=S)c1
1	-14	6	25	3	-4	1	-5	-20	Cc1cc(C(=O)COc2cc(F)ccc2[N+](=O)[O-])c(C)n1C1CC1
-3	-7	-2	2	11	-1	-4	-14	-6	COc1ccccc1NC(=O)c1[nH]c(C)c(C(C)=O)c1C
-12	-2	3	-8	11	-1	-4	-20	-18	CNS(=O)(=O)c1cc(O)c2c(S(=O)(=O)NC)cccc2c1
2	-1	20	13	0	-3	-2	-4	-4	Nc1ccc(C(=O)Nc2ccc(NC(=O)c3ccco3)c(O)c2)cc1
0	1	-2	13	-18	-14	-3	-49	.	CC1(C)CC(n2c(NCCO)nc3c(c2=O)C2(CCCC2)Cc2ccccc2-3)CCO1 (stereo not drawn)
4	-11	-2	0	-3	-11	1	-17	-2[fluorescence artefact?]	Cc1occc1-c1nnc(SCC(=O)N2CCN(c3ccccc3F)CC2)n1C
